G6PDH counter: L. mesenteroides G6PDH inhibitors, counter-screen for G6PDH-coupled screening assays, biochemical, Leuconostoc mesenteroides enzyme | Purified L. mesenteroides G6PDH, diaphorase/resazurin coupled fluorescence, 45 min | inhibition, % at 5 µM | actives 0.12% (n = 200,000) | AID 1020, 2008; in the data active means inhibition above about 50%
NF-kB expr up: activators of NF-kB expression in neurons, primary screen, cell-based, HTS. human neuronal cells, NF-kB reporter expression; active compounds read high. fold change at 12.5 µM. actives 1.6% (n = 190,000). AID 1239, 2008; in the data active means fold change above about 3.3
Diaphorase act: compounds boosting diaphorase resazurin reduction – biochemical, uHTS, resorufin fluorescence, counter-screen for diaphorase-coupled primary assays, primary screen; Diaphorase/resazurin coupled assay, 16 min; active compounds read high; 1 = vehicle wells, 0 = NADH-free wells; actives 0.005% (n = 190,000); AID 1229, 2008; activation factor at 20 µM;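 active means diaphorase activity raised at least twofold by the compound at 20 µM; inactive means activation factor below 2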
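Material: bacterial diaphorase enzyme (C. kluyveri); amount: enzyme 0.07 U/mL final; reagent: NADH substrate 0.114 mM plus resazurin dye 0.1 mM, final; doses: single compound dose of 20 µM, 1% DMSO final; timing: 16 min enzyme reaction, ambient temperature; measured by: fluorescence of resorufin, 544 nm excitation, 590 nm emission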
Diaphorase inh: diaphorase inhibitors and chemical oxidizers, primary screen, counter-screen for diaphorase-coupled primary assays, biochemical, uHTS, resorufin fluorescence. actives 0.69% (n = 190,000). inhibition, % at 20 µM. diaphorase resazurin-to-resorufin fluorescence, NADH, 16 min; bacterial (C. kluyveri) enzyme, not human;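 active means primary screen inhibition at 20 µM above a set limit, cut at about 50% in these data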;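 further: plate controls were DMSO with full reaction for no effect and wells lacking NADH for full effect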
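Assay system: diaphorase enzyme from Clostridium kluyveri. Quantity: enzyme working solution with 0.14 U/mL diaphorase. Schedule: reaction incubation of 16 min at room temperature. Technique: resorufin fluorescence, excitation 544 nm, emission 590 nm. Controls: No-NADH positive control and DMSO neutral control.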
STAT1 act: STAT1 signaling activators, primary screen, cell-based, HTS, luciferase reporter; NIH 3T3 STAT1-luciferase reporter, IFN-gamma, luminescence; 100% = IFN-gamma alone, no compound; activation (% of control), % at 5.5 µM; actives 2.6% (n = 200,000);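 active means activation above the screen-wide mean activation plus 3 SD, cut at about 130% in these data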;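 further: raw ratio to IFN-gamma control signal so 100% means no change and 0% no light; values of inactives mirror those of a sister screen read the other way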
TLR4-MyD88 BLA: inhibitors of TLR4-MyD88 association in cells, primary screen, cell-based, HeLa CL3-4, BLA complementation, FRET ratio; Toll-like receptor 4 (Homo sapiens) + Myeloid differentiation primary response protein …; HeLa CL3-4 TLR4/MyD88 BLA complementation; inhibition, % at 8.4 µM; actives 0.18% (n = 200,000); AID 861, 2007; in the data active means inhibition above about 25%;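 further: 0% = vehicle and 100% = reference inhibitor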
APP transl inh: inhibitors of APP translation via 5'UTR reporter, primary screen, APP 5'UTR luciferase, SH-SY5Y cells; SH-SY5Y APP 5'UTR-luciferase reporter, luminescence; inhibition, % at 2 µM; actives 0.82% (n = 190,000); AID 1285, 2008;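 active means inhibition above a set limit, derived from the sample mean plus 3 SD, cut at about 45% in these data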; further: values of inactives mirror those of a sister screen read the other way
FLuc act counter: FLuc activators, initial screening, artefact control for FLuc-dependent activation tests, biochemical, ATPlite luminescence; ATPlite luciferase biochemical, 10 min; 0 = ATP-free wells, 1 = DMSO control; activation factor at 10 µM; 200,000 tested, under 10 active; AID 1027, 2008;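 active means luciferase activation factor, scaled between plate controls, of at least 2 with compound at 10 µM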
Target sequence (P08659 whole entry, looked up): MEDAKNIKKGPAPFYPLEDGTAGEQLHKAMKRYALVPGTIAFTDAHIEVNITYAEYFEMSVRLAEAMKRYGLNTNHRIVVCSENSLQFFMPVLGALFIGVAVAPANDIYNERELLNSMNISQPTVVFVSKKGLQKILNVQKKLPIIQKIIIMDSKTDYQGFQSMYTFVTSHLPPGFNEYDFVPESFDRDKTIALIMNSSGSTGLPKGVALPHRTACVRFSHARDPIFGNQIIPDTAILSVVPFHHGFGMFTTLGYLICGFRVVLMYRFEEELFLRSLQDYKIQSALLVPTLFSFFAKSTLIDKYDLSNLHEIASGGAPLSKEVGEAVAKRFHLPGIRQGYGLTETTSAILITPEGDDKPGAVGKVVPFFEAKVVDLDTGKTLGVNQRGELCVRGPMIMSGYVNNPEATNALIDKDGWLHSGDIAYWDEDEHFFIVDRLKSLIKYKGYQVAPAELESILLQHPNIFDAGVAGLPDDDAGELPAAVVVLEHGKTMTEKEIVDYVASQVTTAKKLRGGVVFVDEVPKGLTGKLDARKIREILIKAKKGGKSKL
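Assay system: Luciferase/luciferin detection reagent, cell-free biochemical luciferase assay / Read-out: luciferase activation / Benchmarks: No-ATP low control, compound-free enzyme-plus-ATP high control / Medium: PBS buffer for ATP / Detection: luminescence measurement of luciferase light output / Schedule: 10 min at ambient temperature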
FLuc inh counter: firefly luciferase enzyme inhibitors, primary screen, artefact control for luciferase-based inhibitor screens, biochemical, luminescence, ATPLite. inhibition, % at 10 µM. AID 1006, 2008. actives 1.5% (n = 200,000). Luciferin 4-monooxygenase (Photinus pyralis), P08659. 10 min;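 active means inhibition above about 50% when tested at 10 µM, limit read from the data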
APP 5'UTR act: activators of APP 5'UTR luciferase reporter, primary screen, SH-SY5Y cells; actives 1% (n = 190,000); activation, % at 2 µM; AID 1276, 2008; SH-SY5Y APP 5'UTR luciferase reporter, luminescence; zero percent = DMSO vehicle wells;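 active means activation above a set limit, based on mean plus 3 SD of controls, cut at about 140% in these data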; further: values of inactives mirror those of a sister screen read the other way
* marks the source's active call; other numbers are inactive results; . = not tested or not shown.

Values run as follows: G6PDH counter, NF-kB expr up, Diaphorase act, Diaphorase inh, STAT1 act, TLR4-MyD88 BLA, APP transl inh, FLuc act counter, FLuc inh counter, APP 5'UTR act
- O=C(O)c1nn2c(C(F)(F)F)cc(-c3cccs3)nc2c1Cl
    -7, 1.1, 0.9, 13, 91, 5, ., 1.1, -6, .
- O=C(O)c1ccc(/C=N/NC(=S)NCCN2CCOCC2)cc1
    3, 0.94, 1.1, -13, 108, -5, 3, 1, -4, -3
- CCC(C)C(NC(=O)OC(C)(C)C)C(=O)NCc1ccco1 (centres undefined)
    1, 0.97, 0.8, 15, 101, -2, 5, 1.1, -8, -5
- Cc1ccc(S(=O)(=O)Nc2ccc(N3CCOCC3)nc2)cc1
    9, 1.3, 1, 5, 106, -7, 4, 1, -1, -4
- COc1ccc(-n2c(=O)c3c(C)c(C)sc3n(Cc3ccc(F)cc3)c2=O)c(OC)c1
    -2, 1.1, 0.9, 11, 98, 4, -8, 1, 0, 8
- COc1ccc(CCNC(=O)C(=O)NCCCN2CCOCC2)cc1
    14, 1.1, 1, 0, 103, 9, -14, 0.9, 5, 14
- O=C(c1ccco1)N1CCCC(c2ccccc2)C1 (centres undefined)
    -4, 1.2, 0.9, 6, 108, 7, -1, 1, -5, 1
- CSC1=N/C(=C\c2ccc3c(c2)OCO3)C(=O)S1
    4, 1.3, 0.9, 9, 99, -6, 5, 0.9, 6, -5
- O=C(NNC(=O)[C@@H]1CCCC[C@@H]1C(=O)O)Nc1ccccc1
    3, 1.3, 0.8, 22, 98, -28, -15, 1.1, -8, 15
- O=C1[C@@H]2[C@@H]3C[C@@H]([C@H]4ON=C(c5ccc(Cl)cc5)[C@@H]34)[C@@H]2C(=O)N1c1ccc2c(c1)OCO2
    -4, 1.4, 0.8, 19, 109, 6, 2, 1, -5, -2
- Cc1nc2c(C(=O)N3CCCCC3)cnn2c(C)c1Cc1ccccc1F
    2, 1.4, 1.1, -12, 138*, 12, -132, 0.8, 21, 132
- O=C1N(c2ccccc2)C[C@@H]2C[C@@H](c3cc4ccccc4o3)N3CCC[C@@]123
    10, 0.49, 0.8, 15, 105, -7, 95*, 1.1, -8, -95
- Cc1cccc(N=Nc2c(C)nn(-c3ccccc3)c2N)c1C
    5, 1.2, 0.7, 30, 91, -5, -42, 1, -4, 42
- CCCCOCCCNC(=O)c1ccc(NC(C)=O)cc1
    0, 0.97, 1, 4, 106, 9, 2, 1, -2, -2
- CNC(C)c1ccc(S(N)(=O)=O)cc1 (centres undefined)
    -4, 1.1, 0.9, 8, 101, -13, 8, 1.1, -6, -8
- O=C(NCc1ccc(F)cc1)C1CCN(C(=O)NCc2ccccc2)CC1
    -12, 1.3, 1, -4, 94, 1, -5, 1, -3, 5
- O=C(NNc1cccc(Cl)n1)c1ccc(Cl)cc1Cl
    8, 1.8, 0.9, 12, 109, -10, -27, 0.9, 10, 27
- c1ccc(-c2nnc(N3CCOCC3)nc2-c2ccccc2)cc1
    4, 1.2, 0.8, 16, 93, 8, 1, 1.1, -6, -1
- O=C(CCCCCCCC(=O)NNC(=O)Nc1ccccc1)NNC(=O)Nc1ccccc1
    15, 1, 1.1, -8, 90, -6, -1, 1, -4, 1
- CC1(C)CC(OC(=O)c2ccccc2)CC(C)(C)N1
    4, 0.97, 0.9, 7, 101, 0, 20, 1.1, -9, -20

Two records drawn at random from those above, as already listed:
Values run as follows: G6PDH counter, NF-kB expr up, Diaphorase act, Diaphorase inh, STAT1 act, TLR4-MyD88 BLA, APP transl inh, FLuc act counter, FLuc inh counter, APP 5'UTR act
- CCC(C)C(NC(=O)OC(C)(C)C)C(=O)NCc1ccco1 (centres undefined)
    1, 0.97, 0.8, 15, 101, -2, 5, 1.1, -8, -5
- CNC(C)c1ccc(S(N)(=O)=O)cc1 (centres undefined)
    -4, 1.1, 0.9, 8, 101, -13, 8, 1.1, -6, -8

The results go on.
Values run as follows: G6PDH counter, NF-kB expr up, Diaphorase act, Diaphorase inh, STAT1 act, TLR4-MyD88 BLA, APP transl inh, FLuc act counter, FLuc inh counter, APP 5'UTR act
- CCC(=O)Nc1nnc(-c2ccco2)o1
    1, 0.97, 0.9, 12, 103, 9, 0, 1, 1, 0
- Cn1c(CN2CCC(C(N)=O)CC2)c(C#N)c2ccccc21
    0, 1.5, 1, 1, 97, -5, 9, 1, -5, -9
- CC(C)CCNC(=O)NC(=O)COC(=O)CCN=C1NS(=O)(=O)c2ccccc21
    -3, 1.1, 0.9, 8, 100, 6, -12, 1.1, -7, 12
- C=CCNC(=S)Nc1ccc(Cl)cc1F
    -5, 1.3, 1, 4, 95, -3, -24, 1.1, -7, 24

Entries listed so far shown as hits in APP transl inh.
mol	NF-kB expr up	STAT1 act	TLR4-MyD88 BLA	APP transl inh	APP 5'UTR act
O=C1N(c2ccccc2)C[C@@H]2C[C@@H](c3cc4ccccc4o3)N3CCC[C@@]123	0.49	105	-7	95*	-95

Copied from the list:
Result for CCC(=O)Nc1nnc(-c2ccco2)o1 in NF-kB expr up: 0.97
Result for Cn1c(CN2CCC(C(N)=O)CC2)c(C#N)c2ccccc21 in APP transl inh: 9
Result for C=CCNC(=S)Nc1ccc(Cl)cc1F in TLR4-MyD88 BLA: -3
Result for CC(C)CCNC(=O)NC(=O)COC(=O)CCN=C1NS(=O)(=O)c2ccccc21 in Diaphorase inh: 8
